Bioassay records deposited in PubChem by National Center for Advancing Translational Sciences (NCATS).
Lipid storage S3 – qHTS Assay for Lipid Storage Modulators in Drosophila S3 Cells; Drosophila S3 cells, BODIPY lipid droplet fluorescence, 18-24 h; cells fed with added oleic acid; Potency in µM for hits, for the others lipid storage change, negative = inhibition, % at the top dose, mostly 46.1 µM; 320,000 tested, 0.64% active; active = well fitted inhibition curve with a large enough effect in the signal ratio, with a control signal flat, not every such curve was filed as active; inconclusive = small, poorly fitted or top-dose-only effect, or effect the other way, or a change in a side signal; the % refers to the signal ratio
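Laser-scanning cytometry quantifies lipid droplet accumulation (500–530 nm total intensity; droplet/cell object ratio) in oleic acid-fed (400 uM added) Drosophila S3 cells treated with a concentration series. 20 uM Triacsin C defined 100% inhibition.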
Lipid storage S3 cell count max – recorded beside Lipid storage S3, whose call it bears; cell number change, %; measured here: cell count max response;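 cells counted by Cell Tracker Red CMTPX staining in the red channel; peak over a dose series mostly up to 46.1 µM; percent activity relative to internal control wells on each plate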
The depositor's hits bear a star; i = inactive; ? = inconclusive; / = not tested or not shown; & = joins results of further samples; [ ] = remark or other dose. % is set by controls: 0 for no effect and ±100 for the full control effect; potency is the fitted concentration of half-maximal effect. These rows are one share of the data; count on the stated rates, not on these rows.

Fields: Lipid storage S3, Lipid storage S3 cell count max
> O=C(NCCCN1CCOCC1)c1cc2c(s1)-c1ccccc1OC2
→ 8%, -4
> COCC(=O)N(Cc1ccccc1)c1ccccn1
→ ?, /
> COc1ccc(C(=O)NCCS(=O)(=O)N2CCc3ccccc3C2)c(OC)c1
→ ?, /
> O=C(COC(=O)CN1C(=O)c2ccccc2C1=O)NC1CCCCC1
→ i, /
> Cc1cc(NC(=O)CN2C(=O)c3ccccc3S2(=O)=O)no1
→ i, /
> CCOC(=O)c1sc(NC(=O)CCC(=O)O)nc1C
→ ?, /
> CCOc1ccc(/C=N/NC(=O)CC(=O)NCc2ccccc2)cc1
→ 2%, -12
> NS(=O)(=O)c1ccc(NC(=O)C2Cc3ccccc3CN2C(=O)c2ccco2)cc1 (stereo not given)
→ ?, /
> Cc1cc(COc2ccccc2OCCN2CCN(C)CC2)no1
→ -8%, -18
> Cc1cccc(NC(=O)c2ccc(C3SCC(=O)N3CCc3ccccc3)cc2)c1 (stereo not given)
→ ?, /
> COCCCn1c(-c2cccs2)nc2nc3ccccc3nc21
→ ?, /
> CC1C(=O)N2CCCc3cc(S(=O)(=O)Nc4ccccc4C(N)=O)cc1c32 (stereo not given)
→ 7%[0.0737 µM], /
> CCOCCCNC(=O)c1cc(=O)n(Cc2cccc(C)c2)c2ccccc12
→ ?, /
> Fc1ccccc1N1CCN(C(c2cccs2)c2nnnn2CCc2ccccc2)CC1 (stereo not given)
→ 4%, 1
> O=C1C2C3CCCC3=C3CCCC3C2C(=O)N1c1cccc(Cl)c1 (stereo not given)
→ 4%, 3
> COc1cc(C(=O)Nc2ccc(C#N)cc2)c([N+](=O)[O-])cc1OC
→ -4%, 0
> CN(CCC#N)S(=O)(=O)c1ccc2[nH]cc(C(=O)NCCc3ccccc3)c(=O)c2c1
→ ?, /
> COc1c(C)cccc1C(=O)NC(=S)Nc1ccccc1N1CCCC1
→ ?, /
> Cc1cc(C(=O)CN2C(=O)C(=O)N(Cc3ccco3)C2=O)c(C)n1CCc1ccccc1
→ ?, /
> CC(C)(C)c1ccc(C(=O)NC(Cc2ccccc2)C(=O)O)cc1 (stereo not given)
→ -15%, 4
> CC(=O)c1ccc(OCc2cc(C(=O)NCCc3ccc(Cl)cc3)no2)cc1
→ ?, /
> COc1ccc(NC(=S)N(CCc2nc3cc(C)c(C)cc3[nH]2)Cc2cccnc2)cc1
→ -9%, /
> CCOC(=O)C1(C(=O)OCC)C(c2ccccc2)CC(O)N1C(C)=O (stereo not given)
→ 5%, 12
> CN(CC(=O)Nc1ccc(F)cc1)C(=O)COC(=O)C1CCN(c2ccc(C(F)(F)F)cn2)CC1
→ ?, /
> C=CCn1c(CC(C)(C)C)nc2ccccc21
→ ?, /
> COc1ccccc1N=Nc1c(C)n[nH]c1C
→ i, /
> COC(=O)c1cccc(NC(=O)C(C)(C)C)c1
→ 0%, 0
> C=CCNC(=O)C1CC(=O)N(c2ccc(OCC(=O)Nc3ccc(CC)cc3)cc2)C1 (stereo not given)
→ ?, /
> O=c1c2ccccc2nnn1CSc1nnc(COc2ccc(Cl)cc2)n1Cc1ccco1
→ -10%, -14
> Cc1ccccc1C1CC(=O)NC2=C1C(=O)CCC2 (stereo not given)
→ -21%, -10
> COc1ccccc1NCc1ccc([N+](=O)[O-])s1
→ ?, /
> CCOc1ccc(C(C)=O)cc1COc1cccnc1[N+](=O)[O-]
→ ?, /
> Cc1csc(NC(=O)CSc2ncc(-c3ccccc3)[nH]2)n1
→ ?, /
> COC(=O)[C@H](Cc1ccccc1)NC(=O)NCc1cccs1
→ ?, /
> CCCCC(=O)Nc1cc([N+](=O)[O-])ccc1Cl
→ ?, /
> CC(C)(C)C(=O)COC(=O)C1CC(=O)N(c2ccccc2)C1 (stereo not given)
→ -7%, -10
> O=S(=O)(Nc1cccc(S(=O)(=O)N2CCCC2)c1)c1ccc(F)cc1
→ ?, /
> COc1cc(OC)cc(C(=O)N[C@H](C(=O)OCC(=O)Nc2ccc(C)cc2C)C(C)C)c1
→ ?, /
> Cc1ccc(-c2nnc(-c3ccccc3)o2)cc1
→ ?, /
> CCOc1ccc(N2CC(C(=O)NCc3cccc(C)c3)CC2=O)cc1 (stereo not given)
→ -22%, 9
> COc1ccc(CNc2nc(NCc3ccc(OC)c(OC)c3)n(C(=O)c3cccs3)n2)cc1OC
→ ?, /
> O=S(=O)(c1ccc(Cl)cc1)N1CCCC(C(F)(F)F)C1 (stereo not given)
→ ?, /
> O=C(CCCc1nc2ccccc2s1)Nc1ccc(N2CCOCC2)cc1
→ ?, /
> O=C1CCc2cc(S(=O)(=O)Nc3ccc(F)cc3)cc3c2N1CC3
→ ?, /
> O=C(CS(=O)(=O)c1ccccc1)c1cc2ccccc2oc1=O
→ ?, /
> CS(=O)(=O)N(CC(=O)Nc1ccc(Br)cc1)C1CCCCC1
→ ?, /
> N/C(Cc1nc(-c2ccc(Br)cc2)cs1)=N\O
→ 2%, 0
> COc1ccc(-c2oc3c(OC)c(OC)c(OC)c(O)c3c(=O)c2OC)cc1OC
→ ?, /
> CCN(Cc1nc(-c2ccc(Cl)cc2)no1)CC1CCCO1 (stereo not given)
→ 8%, -18
> CCOC(=O)c1cc2c(=O)n3cccc(C)c3nc2n(Cc2ccccc2Cl)c1=N
→ 12%, 0
> COc1cccc(-c2nc(CS(=O)CC(=O)NCCc3ccc(C)cc3)c(C)o2)c1 (stereo not given)
→ ?, /
> CC(NC(=O)/C(=C\c1cccc([N+](=O)[O-])c1)NC(=O)c1ccco1)C(=O)O (stereo not given)
→ 1%, -13
> O=C(C(c1ccccc1)c1ccccc1)N1CCOCC1
→ ?, /
> CCOc1ccc(S(=O)(=O)Nc2ccc(S(=O)(=O)Nc3cc(OC)ccc3OC)cc2)cc1
→ ?, /
> COc1ccc(/C(C)=N/Nc2nc3ccccc3n3cnnc23)cc1OC
→ -14%, 8
> COc1cc(CNn2cn[nH]c2=S)cc(Br)c1OCc1ccccc1F
→ ?, /
> COC(=O)c1cc(C(=O)Nc2cccc(C)n2)cc([N+](=O)[O-])c1
→ i, /
> Cc1ccc(OCC(=O)O/N=C(\N)Cc2ccc([N+](=O)[O-])cc2)cc1C
→ ?, /
> COC(=O)CCCN=C1SCCN1Cc1ccccc1
→ ?, /
> CCOc1ccc(N2C(=O)CC(N3CCC(NC(=O)Nc4ccccc4)CC3)C2=O)cc1 (stereo not given)
→ ?, /

Overlap with the part before: 2 entries; new compounds follow.
Fields: Lipid storage S3, Lipid storage S3 cell count max
> COC(=O)CCCN=C1SCCN1Cc1ccccc1
→ ?, /
> CCOc1ccc(N2C(=O)CC(N3CCC(NC(=O)Nc4ccccc4)CC3)C2=O)cc1 (stereo not given)
→ ?, /
> CS(=O)(=O)c1ccc(C(=O)NCc2ccccc2F)cc1
→ 4%, 16
> CC(/C=C/C=C/c1ccccc1)=N/NC(=O)CNc1ccccc1C
→ ?, /
> O=C(Nc1ccc(Cl)cn1)c1cc2c(s1)-c1ccccc1OC2
→ 7%, 11
> CC(C)(C)NC(=O)C(Cc1ccccc1)NS(=O)(=O)c1ccc2c(c1)CCC(=O)N2 (stereo not given)
→ ?, /
> O=C(CCSCCc1ccccn1)Nc1c(F)cc(F)cc1Br
→ 7%, 10
> N#CC1=C2SCN(Cc3ccco3)CN2C(=O)CC1c1c(F)cccc1Cl (stereo not given)
→ ?, /
> COc1ccc(N=C(C)C2=C(O)c3ccccc3C2=O)cc1
→ ?, /
> OCCNCCCCOc1ccc(F)cc1
→ -12%, 3
> O=C(Nc1ccc2c(c1)OCO2)C1CCN(S(=O)(=O)c2cccs2)CC1
→ ?, /
> Cc1cc(C)nc(SCc2nc3nc(C)cc(C)n3c2Br)n1
→ ?, /
> Cc1nc2ccccc2c(=O)n1CCCN1CCOCC1
→ ?, /
> CCCCCCN(C(=O)CCCCCN1C(=O)NC(c2ccc(-c3ccccc3)cc2)C(C(=O)OCc2ccccc2)=C1C)C(C)C(=O)NCCCC (stereo not given)
→ -3%, -18
> O=C(Cn1cc(C(=O)COc2ccccc2)c2ccccc21)NCc1ccco1
→ ?, /
> COc1ccc(/C(O)=C2/C(=O)C(=O)N(CCN(C)C)C2c2ccc(C)cc2)cc1Cl (stereo not given)
→ ?, /
> CN(C)c1ccc(C(=O)NNC(=O)Nc2ccccc2)cc1
→ ?, /
> COc1ccc(CNC(=O)CCn2nc(C)c3c(C)n(-c4ccccc4)nc3c2=O)c(OC)c1
→ ?, /
> C=CCNC(=O)c1onc(CSc2cc(C)ccc2C)c1C(=O)O
→ -6%, -10
> CC(C)CC(=O)NC(NC(=S)Nc1cccc2cccnc12)C(Cl)(Cl)Cl (stereo not given)
→ -8%, -18
> COc1ccc(S(=O)(=O)N2CCC3(CC2)OCCN3S(=O)(=O)c2cccs2)cc1OC
→ ?, /
> O=C(CSc1cn(Cc2cccc(F)c2)c2ccccc12)NCc1ccc(F)cc1
→ 17%, 4
> COc1ccc(C(=O)Cn2c(=O)oc3ccc(C)cc32)cc1
→ 6%, 5
> Cc1c(NCc2cc(Cl)cc(Cl)c2O)c(=O)n(-c2ccccc2)n1C
→ ?, /
> CN(C)CCNc1nc(-c2ccco2)c2c(c1C#N)CC(C)(C)OC2
→ ?, /
> O=S(=O)(/N=C(/Nc1cccc2ccccc12)c1ccccc1)c1ccc(F)cc1
→ ?, /
> COCCSc1nc(N)c(NC(=O)c2ccco2)c(=O)[nH]1
→ -10%, -17
> O=C(NCc1cccnc1)C1CCN(S(=O)(=O)c2cccnc2)CC1
→ ?, /
> Cc1ccc(-c2nnn(CC(=O)N(c3ccccc3)C(C(=O)NC3CCCC3)c3ccncc3)n2)o1 (stereo not given)
→ ?, /
> Cc1ccc(C2c3c(oc4cc(C)c(C)cc4c3=O)C(=O)N2CCCN2CCOCC2)cc1 (stereo not given)
→ ?, /
> Cc1nn(CC(=O)Nc2ccccc2C(F)(F)F)c(=O)c2cccn12
→ i, -9
> CCOC(=O)C1(Cc2cccc(OC)c2)CCN(Cc2ccc(OC)c(OC)c2)CC1
→ ?, /
> Cc1ccc(C(=O)Nc2ccc3nccnc3c2)cc1
→ ?, /
> O=C(O)c1cccc(NS(=O)(=O)c2ccc3c(c2)C(=O)c2ccccc2C3=O)c1
→ -1%, -2
> O=C(CNC(=O)c1ccc(Cl)cc1Cl)OCC(=O)N1CCCC1=O
→ ?, /
> CCOC(=O)c1[nH]c2ccc(Br)cc2c1NC(=O)CCN1CCCCC1
→ 18%, 0
> Cc1ccc(N(Cc2ccccc2O)C(=O)c2ccccc2F)cc1
→ -24%, -25
> Cc1ccc(-n2c3c(cc(C(=O)NC4CCSC4=O)c2=O)C(=O)CC(C)(C)C3)cc1 (stereo not given)
→ -2%, /
> O=C(CSc1nnc(Cc2ccccc2)o1)N1CCCc2ccccc21
→ ?, /
> Cc1ccccc1C(=O)N1CCC(C(=O)OCC(=O)Nc2cccc([N+](=O)[O-])c2C)CC1
→ 7%, 4
> COC(=O)c1ccc(CNC(=O)COC(=O)COc2ccc(OC)cc2)cc1
→ 11%, -7
> Cc1nc(SCC(N)=O)c([N+](=O)[O-])[nH]1
→ ?, /

Another view of part of the listing above.
Cc1ccc(-c2nnn(CC(=O)N(c3ccccc3)C(C(=O)NC3CCCC3)c3ccncc3)n2)o1 (stereo not given)
  Lipid storage S3: ?; Lipid storage S3 cell count max: /

O=C(CNC(=O)c1ccc(Cl)cc1Cl)OCC(=O)N1CCCC1=O
  Lipid storage S3: ?; Lipid storage S3 cell count max: /

Cc1c(NCc2cc(Cl)cc(Cl)c2O)c(=O)n(-c2ccccc2)n1C
  Lipid storage S3: ?; Lipid storage S3 cell count max: /

Cc1nn(CC(=O)Nc2ccccc2C(F)(F)F)c(=O)c2cccn12
  Lipid storage S3: i; Lipid storage S3 cell count max: -9

Additional results
Fields: Lipid storage S3, Lipid storage S3 cell count max
> O=C(OCC(O)COC(=O)c1cccnc1)c1cccnc1
→ 1%, 10
> O=C(O)c1cc(-c2ccccn2)n[nH]1
→ ?, /
> Cc1ccc(S(=O)(=O)N(C)c2ccc(C(=O)Nc3ccc(C)cn3)cc2)cc1
→ -23%[0.0737 µM], /
> CN(C)CCC(c1ccccc1)c1ccccn1 (stereo not given)
→ -4%&-6%, 0&6
> CN(C)c1ccc(C2OC(=O)C3(CCCC3)C(=O)C2(C)C)cc1 (stereo not given)
→ ?, /
> Cc1ccc(NC(=S)NNC(=O)CCn2cc(C)cn2)cc1
→ 17%, 1
> O=C(CSC1CS(=O)(=O)c2cc([N+](=O)[O-])ccc21)NNC(=O)c1ccccc1 (stereo not given)
→ 21%, 28
> O=[N+]([O-])c1cc(/C=N/O)ccc1SCc1ccccc1Cl
→ ?, /
> COc1cc(/C=N\NS(=O)(=O)c2ccccc2)cc(OC)c1OC
→ 1%, 2
> Cc1cnc(NC(=O)Cc2ccc(Br)cc2)s1
→ 7%, 15
> O=C(CSc1c2c(nc3ccccc13)CCCC2)NCc1ccco1
→ 8%, 15
> CCCC(=O)NC(c1ccc(OC)cc1)c1c(O)ccc2ccccc12 (stereo not given)
→ 2%, 3
> O=C(Nc1ccccc1C(=O)O)c1ccc(NC(=O)C2CCCO2)cc1 (stereo not given)
→ ?, /
> CCC(C)NC(=O)CC(NS(=O)(=O)c1ccc(Cl)cc1)c1ccco1 (stereo not given)
→ 16%, 10
> Nc1ccc(S(=O)(=O)N2CCCC2)cc1Cl
→ ?, /
> CCc1cccc(NC(=O)Cn2c(=O)c3cccn3c3ccccc32)c1
→ 6%, 1
> O=C(Nc1nc2ccccc2[nH]1)C1CCN(S(=O)(=O)c2cccs2)CC1
→ ?, /
> COC(=O)[C@H](CCSC)NC(=O)NCc1ccccc1F
→ -1%, -15
> Nn1c(SCc2cccc(F)c2)nnc1-c1ccncc1
→ ?, /
